VLA-4 inh = inhibition in a human VLA-4 binding assay; P13612; VLA-4 expressing cells, ligand binding flow cytometry; inhibition, % (about 7 µM as worked out from the volumes in the protocol); 330,000 tested, 0.2% active; in the data active = inhibition above about 50%
Bcl-xL primary = blocks human Bcl-xL binding to Bim BH3 peptide; Q07817; GST-Bcl-xL / FITC-Bim BH3 peptide fluorescence polarization; inhibition, % at 10.9 µM; 320,000 tested, 0.7% active;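 active = inhibition above the mean of all tested compounds plus 3 SD, cutoff set per campaign, cut at about 30% in these data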;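 also: 0% = DMSO wells and 100% = unlabeled Bim-BH3 peptide competitor; inhibitors lower millipolarization by displacing the labeled peptide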
GRK2 aptamer HTS = inhibitors of human GRK2 displacing RNA aptamer | P25098 | inhibition of aptamer binding, % at 10 µM | 330,000 tested, 0.59% active | bead flow cytometry, FAM-aptamer displacement from GRK2 | AID 488847;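 active = inhibition of aptamer binding above 40%, roughly 3 SD of noise, on plates passing a quality check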;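 also: median bead fluorescence of bound FAM aptamer so fluorescent compounds give negative values; no value below 0 was filed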
MCL1 BIM primary = MCL1-BIM-BH3 interaction inhibition (human); inhibition, % at 10.9 µM; AID 2057; GST-MCL1 / FITC-Bim-BH3 fluorescence polarization; 320,000 tested, 0.68% active;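 active = inhibition above the mean inhibition of all tested compounds plus 3 SD, set per campaign, cut at about 40% in these data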;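 also: 0% = DMSO wells and 100% = unlabeled Bim-BH3 peptide control; higher means more loss of mP so more displacement of Bim peptide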
Efflux pump mplx = antifungal efflux pump inhibition, Nile Red retention | S. cerevisiae Candida pump triplex | inhibition, % at 10 µM | 330,000 tested, 0.44% active | AID 485275;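 active = plate passing quality check with inhibition over a set limit, or well fluorescence over plate mean plus 4 SD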;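 also: Nile Red retained in pooled yeast measured as flow cytometry median fluorescence; 0% = buffer negative control and 100% = Enniatin B positive control; higher means more Nile Red kept so more efflux inhibition; some compounds called inactive have numbers as strong as hits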
GLD-1 RNA inh = GLD-1-TGE RNA interaction inhibition (C. elegans); Q17339; purified GLD-1 + fluorescein TGE RNA, fluorescence polarization; inhibition, % at 5.96 µM; 320,000 tested, 0.44% active;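 active = percent inhibition above a per-plate cutoff, the plate mean of test compounds plus 3 SD, cut at about 30% in these data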;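 also: 0% = DMSO wells with GLD-1 and probe and 100% = wells lacking GLD-1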
Target sequence (Q17339 whole entry, looked up): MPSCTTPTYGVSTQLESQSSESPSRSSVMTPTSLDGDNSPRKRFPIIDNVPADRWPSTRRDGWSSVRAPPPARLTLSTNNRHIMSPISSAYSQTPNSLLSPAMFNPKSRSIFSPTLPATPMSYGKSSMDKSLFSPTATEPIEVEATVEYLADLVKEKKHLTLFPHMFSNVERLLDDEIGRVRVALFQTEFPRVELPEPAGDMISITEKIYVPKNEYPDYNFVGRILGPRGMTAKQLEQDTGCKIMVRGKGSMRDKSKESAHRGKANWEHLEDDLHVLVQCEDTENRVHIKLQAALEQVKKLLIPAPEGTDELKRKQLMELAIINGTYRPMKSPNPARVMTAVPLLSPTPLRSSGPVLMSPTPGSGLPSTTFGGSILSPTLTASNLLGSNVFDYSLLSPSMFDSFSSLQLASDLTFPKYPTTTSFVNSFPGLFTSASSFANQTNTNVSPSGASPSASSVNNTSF
MEX-5 binding = C. elegans MEX-5 TCR-2 RNA binding activity | Q9XUB2 | MEX-5/FITC-TCR2 RNA binding, fluorescence polarization; active compounds read low | activity score (negative = inhibition of binding), % at 10 µM | 300,000 tested, 0.38% active | AID 1832;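 active = inhibition past about -25% in most replicates, and total fluorescence under double the plate's negative control median, limit read from the data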;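 also: 0% = DMSO and -100% = 5 µM competing unlabeled TCR2 RNA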
Target sequence (Q9XUB2 whole entry, looked up): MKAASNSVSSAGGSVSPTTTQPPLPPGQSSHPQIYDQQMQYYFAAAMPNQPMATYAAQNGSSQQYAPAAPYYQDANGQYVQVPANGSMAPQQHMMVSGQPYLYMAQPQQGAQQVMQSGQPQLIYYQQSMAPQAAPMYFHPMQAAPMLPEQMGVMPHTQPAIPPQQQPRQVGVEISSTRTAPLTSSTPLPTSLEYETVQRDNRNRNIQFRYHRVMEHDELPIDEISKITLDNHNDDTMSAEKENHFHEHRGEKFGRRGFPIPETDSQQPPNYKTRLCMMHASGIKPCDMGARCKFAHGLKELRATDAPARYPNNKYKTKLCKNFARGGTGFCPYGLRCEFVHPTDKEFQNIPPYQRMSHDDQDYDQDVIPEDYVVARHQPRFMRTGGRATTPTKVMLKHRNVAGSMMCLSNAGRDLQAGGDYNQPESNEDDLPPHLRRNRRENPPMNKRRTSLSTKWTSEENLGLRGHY
Fam108B counter = counter-screen for RBBP9 inhibitors: inhibitors of mouse Fam108B | 300,000 tested, 0.33% active | recombinant Fam108B, FP-Rh probe fluorescence polarization | inhibition, % at 9.51 µM | AID 1947;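 active = inhibition above the screen mean inhibition plus 3 SD, computed separately per campaign, cut at about 18% in these data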;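 also: inhibitors lower polarization as less probe binds the enzyme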
PME-1 primary = blocks human protein phosphatase methylesterase 1; inhibition, % at 5.9 µM; Q9Y570; 320,000 tested, 0.53% active; recombinant PME-1, FP-Rh probe fluorescence polarization; AID 2130;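 active = inhibition above the campaign mean of all compounds plus 3 SD, cut at about 26% in these data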;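 also: competitive labeling of PME-1 active site by serine hydrolase directed probe; 0% = PME-1 with DMSO and 100% = wells lacking PME-1 enzyme; inhibitors block probe labeling so polarization falls and inhibition rises; many of its hits are not listed in these tables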
* hit, by the source's call; i = inactive; . = not tested or not shown. Only part of the results is shown; the hit share may differ from the screen's.

SMILES	VLA-4 inh	Bcl-xL primary	GRK2 aptamer HTS	MCL1 BIM primary	Efflux pump mplx	GLD-1 RNA inh	MEX-5 binding	Fam108B counter	PME-1 primary
CCOc1cc(N2CCOCC2)c(OCC)cc1NC(=O)COC(=O)[C@@H]1CCCN1S(=O)(=O)c1ccccc1F	18	2	0	-3	0.3	-2	3.9	-1	4
O=C(O)c1ccc(N2CCc3ccccc32)c([N+](=O)[O-])c1	8	2	0	1	-0.5	5	0.4	2	3
Cc1ccc(NC(=O)CS(=O)CC(=O)N(c2ccccc2F)C(C)C(=O)NC2CCCC2)cc1 (stereo not given)	i	0	1	-10	0.1	11	-3.2	0	-4
C#CC(C)(CC)NC(=O)Cn1nnc(-c2ccc(S(C)(=O)=O)cc2)n1 (stereo not given)	-10	7	4	0	0.0	28	-1.8	6	-1
COc1ccc([C@H]2/C=C\CN(Cc3ccc(N(C)C)cc3)[C@@H](C)C(=O)N2Cc2ccc(F)cc2)cc1	17	6	1	6	-0.2	7	1.0	5	4
Cc1nn(C)c(C(=O)Nc2ccn(Cc3ccccc3F)n2)c1[N+](=O)[O-]	4	1	3	3	0.0	7	1.6	-2	-3
Cc1cccc(C)c1OCC(O)CN1CCC(CN2C(=O)c3cccc4cccc(c34)C2=O)CC1 (stereo not given)	4	1	0	1	0.1	6	-0.4	2	-2
CNc1ccccc1-c1nc2ccccc2n(C)c1=O	1	5	1	8	0.0	6	.	1	2
CCOc1ccc(-n2c(SCC(=O)Nc3ccc(OC)cc3)nc3sc4c(c3c2=O)CCN(C)C4)cc1	13	9	0	6	0.1	3	2.0	2	-6
CCN1C(=O)/C(=C2\C=Cc3ccccc3N2CC)SC1=S	-4	2	0	9	0.1	-1	-0.3	2	2
Cc1cc(C)nc(NC(=O)/C=C/c2ccc(Cl)cc2Cl)c1	-12	2	0	4	-0.1	4	-0.7	-29	-43
O=S(=O)(NCC(c1ccco1)N1CCOCC1)c1ccc(Cl)cc1 (stereo not given)	-3	1	1	-7	-0.4	-3	-0.1	-2	-6
COc1cc(CN2CCC(N3CCC(C(=O)N4CCCC4)CC3)CC2)cc2c1OCO2	-3	4	0	0	-0.1	2	2.5	-2	-6
COc1ccc(-c2ccc3oc(-c4ccc(OC)cc4)c(C#CCCO)c3c2)cc1	15	4	0	8	-0.1	-2	2.1	3	3
O=Cc1cn(CC(=O)N2CCCc3ccccc32)c2ccccc12	3	3	1	-5	0.0	4	1.5	-4	2
CCOc1ccc(CC(=O)Nc2sc(Cc3ccccc3)cc2C(N)=O)cc1OCC	7	5	0	-1	0.0	9	-0.9	-2	-2
O=C(Cc1ccccc1)N1CCN(c2ccccc2F)CC1	0	5	30	12	0.0	3	0.3	-1	-2
CC(C)CC(=O)N1CCN(S(C)(=O)=O)CC1	-4	-9	0	-7	0.2	0	1.2	1	1
CCOC(=O)C1Sc2ccccc2NC1=O (stereo not given)	16	4	1	-2	-0.1	1	2.2	1	-1
Nc1cc(Br)c(N)c(Br)c1	-7	8	0	4	-0.1	-5	-0.7	-3	-6
O=C1OCCC1Sc1nc2ccccc2s1 (stereo not given)	8	6	2	1	0.0	4	1.8	-2	-5
COc1ccccc1/C=N/NC(=O)c1nnn(-c2nonc2N)c1CN(C)c1ccccc1	9	1	2	8	0.0	-1	0.0	-9	0
CCC(=O)NC(Nc1c(C)n(C)n(-c2ccccc2)c1=O)C(Cl)(Cl)Cl (stereo not given)	0	3	0	3	-0.4	10	2.9	-4	1
O=C(NCC1CCCO1)c1cc2c([nH]c3ccccc32)c(-c2cccc(Cl)c2)n1 (stereo not given)	-4	7	0	4	0.6	-1	-0.3	-29	-44
Cn1c(=O)c(C(=O)CN2CC(=O)Nc3ccccc32)c(N)n(Cc2ccccc2)c1=O	-2	-1	7	6	-0.1	0	.	0	4

A draw from above in order of heavy-atom count, high to low.
SMILES	VLA-4 inh	Bcl-xL primary	GRK2 aptamer HTS	MCL1 BIM primary	Efflux pump mplx	GLD-1 RNA inh	MEX-5 binding	Fam108B counter	PME-1 primary
COc1cc(CN2CCC(N3CCC(C(=O)N4CCCC4)CC3)CC2)cc2c1OCO2	-3	4	0	0	-0.1	2	2.5	-2	-6
O=Cc1cn(CC(=O)N2CCCc3ccccc32)c2ccccc12	3	3	1	-5	0.0	4	1.5	-4	2
O=C(O)c1ccc(N2CCc3ccccc32)c([N+](=O)[O-])c1	8	2	0	1	-0.5	5	0.4	2	3

Two compounds picked at random from those above:
SMILES	VLA-4 inh	Bcl-xL primary	GRK2 aptamer HTS	MCL1 BIM primary	Efflux pump mplx	GLD-1 RNA inh	MEX-5 binding	Fam108B counter	PME-1 primary
Nc1cc(Br)c(N)c(Br)c1	-7	8	0	4	-0.1	-5	-0.7	-3	-6
CCC(=O)NC(Nc1c(C)n(C)n(-c2ccccc2)c1=O)C(Cl)(Cl)Cl (stereo not given)	0	3	0	3	-0.4	10	2.9	-4	1

Compound profiles, as listed above. Screens in order: VLA-4 inh	Bcl-xL primary	GRK2 aptamer HTS	MCL1 BIM primary	Efflux pump mplx	GLD-1 RNA inh	MEX-5 binding	Fam108B counter	PME-1 primary
Shown for Cn1c(=O)c(C(=O)CN2CC(=O)Nc3ccccc32)c(N)n(Cc2ccccc2)c1=O = -2	-1	7	6	-0.1	0	.	0	4
Shown for COc1ccc([C@H]2/C=C\CN(Cc3ccc(N(C)C)cc3)[C@@H](C)C(=O)N2Cc2ccc(F)cc2)cc1 = 17	6	1	6	-0.2	7	1.0	5	4
Shown for O=Cc1cn(CC(=O)N2CCCc3ccccc32)c2ccccc12 = 3	3	1	-5	0.0	4	1.5	-4	2
Shown for C#CC(C)(CC)NC(=O)Cn1nnc(-c2ccc(S(C)(=O)=O)cc2)n1 (stereo not given) = -10	7	4	0	0.0	28	-1.8	6	-1
Shown for Cc1cc(C)nc(NC(=O)/C=C/c2ccc(Cl)cc2Cl)c1 = -12	2	0	4	-0.1	4	-0.7	-29	-43

(more compounds)
SMILES	VLA-4 inh	Bcl-xL primary	GRK2 aptamer HTS	MCL1 BIM primary	Efflux pump mplx	GLD-1 RNA inh	MEX-5 binding	Fam108B counter	PME-1 primary
O=P(O)(C(O)c1ccccc1)C(O)c1ccccc1 (stereo not given)	30	-2	0	0	0.0	-1	0.8	1	0
CC(C)CN(C(=O)COc1cccc(-n2cnnn2)c1)C1CCS(=O)(=O)C1 (stereo not given)	-6	-2	4	-6	0.2	-1	-1.7	2	-2
CC1=C(C(=O)OCc2ccccc2)C(c2ccc3ccccc3c2)NC(=O)N1CCCCCC(=O)O (stereo not given)	-1	4	1	-1	0.4	15	0.3	4	1
Brc1ccc(OCCOc2cccc3cccnc23)cc1	5	3	0	6	0.1	3	-1.4	4	5
CCN(C(=O)CN1CCN(c2ccc(OC)cc2)CC1)c1c(N)n(Cc2ccccc2)c(=O)[nH]c1=O	4	4	1	-7	-0.1	1	-1.2	2	-1
COC(=O)CC1C(=O)NCCN1C(=O)CSc1nnc(Nc2ccc(C)cc2)s1 (stereo not given)	-8	1	0	-6	-0.1	-4	0.5	3	0
CC1CCCC(NC(=O)CSc2ncnc3ccccc23)C1C (stereo not given)	-13	.	0	.	-0.1	1	.	.	.
Cc1ccccc1NC(=O)Cn1c(=O)n(Cc2ccccc2)c(=O)c2c(C)c(C)sc21	14	6	1	4	0.1	7	-0.2	-3	-1
CCOc1cc(/C=N/NC(N)=O)cc(Br)c1OCc1ccccc1F	0	2	0	2	0.3	2	-0.3	-3	-6
CC(=O)Nc1cccc(C(=O)N(Cc2ccccc2)Cc2ccccc2)c1	8	8	5	8	0.0	1	5.5	2	4
COc1ccc(-n2c(Cc3cccn3C)nnc2SCC(=O)NC2CCCCC2)cc1	-7	2	0	2	0.1	2	1.9	5	7
CC(C(=O)N1CCCC1)N1CCN(S(=O)(=O)c2ccc(OC(F)(F)F)cc2)CC1 (stereo not given)	0	7	1	7	0.0	5	.	.	-2
Cc1ccccc1-c1noc(-c2ccccc2C(=O)NCC2CCCO2)n1 (stereo not given)	22	6	0	6	-0.3	1	.	4	2
Cc1cccc(/C=C2/Sc3ccc(C(=O)NCCCN4CCOCC4)cc3NC2=O)c1	21	0	0	-2	-0.2	-6	1.6	-11	-4
Oc1ccc(Nc2nc(-c3ccccc3)nc3ccccc23)cc1	1	5	0	-1	-0.1	1	-3.7	16	14
COc1ccccc1CCC(=O)OCC(=O)NC1CCCCC1	24	6	0	4	-0.2	-5	-2.0	-1	3
Cc1cc(C)c2nc(-c3ccccn3)cc(C(=O)Nc3ccc(S(=O)(=O)Nc4onc(C)c4C)cc3)c2c1	9	17	6	41*	0.0	6	-1.7	7	-5
CC1(C)CC(=O)C2=C(C1)NC(=O)CC2c1ccc(N(CCC#N)CCC#N)cc1 (stereo not given)	0	0	0	1	0.2	-7	-0.5	-1	1
CCCc1cc(=O)oc2cc(C)c(CN3CCCC3)c(O)c12	4	27	0	32	0.4	14	0.7	6	-1
CCOC(=O)C1(Cc2cccc(Cl)c2)CCCN(C(=O)CCOC)C1 (stereo not given)	3	-4	0	-1	0.2	-10	1.4	0	1
COc1ccc(CN2C(=O)c3ccccc3C2=O)cc1C(=O)Nc1ccccc1N1CCOCC1	-4	7	4	6	-0.2	-4	0.7	-2	1
CCCCn1nc2cc(C(=O)NC3CCc4ccccc43)ccc2c1OCC (stereo not given)	.	6	.	6	.	-6	4.3	0	0
Cc1occc1-c1nnc(SCC(=O)N2CCCC(C)C2)o1 (stereo not given)	5	5	1	4	0.0	-3	.	.	0
